# ZTA DNA inh = ZTA (EBV) inhibition in EBNA-1 counter-screen. P03206. inhibition, % at 11 µM. 0.15% of 320,000 active. ZTA-DNA binding, fluorescence polarization; in the data active = inhibition above about 33%
# Target sequence (P03206 whole entry, looked up): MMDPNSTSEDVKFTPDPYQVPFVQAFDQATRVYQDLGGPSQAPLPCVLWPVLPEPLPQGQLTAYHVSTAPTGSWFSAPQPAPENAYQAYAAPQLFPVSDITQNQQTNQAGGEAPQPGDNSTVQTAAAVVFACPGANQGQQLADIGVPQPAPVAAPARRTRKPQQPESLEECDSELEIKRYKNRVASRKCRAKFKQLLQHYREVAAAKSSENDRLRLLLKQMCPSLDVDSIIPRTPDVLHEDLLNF
# Yeast superoxide = reduction of superoxide in aged yeast, primary screen, HTS; S. cerevisiae aged cells, superoxide DHE fluorescence; hits give low values; superoxide response (% of plate mean), % at 10 µM; 0.18% of 330,000 active;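 active = superoxide response under a set limit, about three screen SD below normal, cut at about 65% in these data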;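 also: yeast aged for seven days with compound at 30 °C before DHE staining; 100% = average MFI of all compound-treated wells on the plate with controls excluded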
# CTSL1 counter = Fasciola hepatica cathepsin L1 inhibitors, primary screen, counter-screen for PFM18AAP inhibitor project, biochemical, QFRET, fluorogenic peptide substrate; recombinant F. hepatica cathepsin L1, Z-Leu-Arg-MCA fluorescence; inhibition, % at 5.96 µM; 0.49% of 300,000 active;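 active = inhibition above the mean of all tested compounds plus 3 SD, set per screening campaign, cut at about 17% in these data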;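 also: 0% = plate median of test compound wells and 100% = 1 µM Z-Phe-Ala-diazomethylketone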
# PP1 inh = PP1-alpha phosphatase inhibitors, primary screen, counter-screen for PP5 inhibitor project, biochemical, fluorescence, OMFP substrate, single point; AID 2235, 2010; Serine/threonine-protein phosphatase PP1-alpha catalytic subunit (Homo sapiens), P62136; purified PP1alpha; inhibition, % at 6.7 µM; 0.9% of 320,000 active;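 active = inhibition above the mean inhibition of all tested compounds plus 3 SD, computed separately for each screening campaign, cut at about 15% in these data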
# Target sequence (P62136 whole entry, looked up): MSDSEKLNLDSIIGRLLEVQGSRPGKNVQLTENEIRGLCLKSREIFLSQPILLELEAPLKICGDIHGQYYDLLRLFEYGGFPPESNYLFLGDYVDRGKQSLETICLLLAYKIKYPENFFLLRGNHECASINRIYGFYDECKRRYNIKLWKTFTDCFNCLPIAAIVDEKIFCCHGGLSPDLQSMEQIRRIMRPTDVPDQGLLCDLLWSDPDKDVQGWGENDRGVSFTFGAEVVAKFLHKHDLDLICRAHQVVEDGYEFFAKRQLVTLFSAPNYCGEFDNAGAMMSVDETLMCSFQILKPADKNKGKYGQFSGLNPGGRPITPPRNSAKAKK
# JMJD2C inh = inhibitors of GASC-1 histone demethylase, primary screen, biochemical, fluorescence, DELFIA europium; 0.069% of 330,000 active; inhibition, % at 2.35 µM; GST-JMJD2C(1-420) H3K9me3 demethylation; Lysine-specific demethylase 4C (Homo sapiens), Q9H3R0;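 active = more than half of a compound's replicate wells show inhibition beyond 50%, single wells judged on their own value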;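 also: signal counts dimethyl H3K9 product captured on neutravidin plate; 0% = median of DMSO wells and 100% = 0.3 times that DMSO median; strong numbers were not always called active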
# Target sequence (Q9H3R0 1-420 limits assumed): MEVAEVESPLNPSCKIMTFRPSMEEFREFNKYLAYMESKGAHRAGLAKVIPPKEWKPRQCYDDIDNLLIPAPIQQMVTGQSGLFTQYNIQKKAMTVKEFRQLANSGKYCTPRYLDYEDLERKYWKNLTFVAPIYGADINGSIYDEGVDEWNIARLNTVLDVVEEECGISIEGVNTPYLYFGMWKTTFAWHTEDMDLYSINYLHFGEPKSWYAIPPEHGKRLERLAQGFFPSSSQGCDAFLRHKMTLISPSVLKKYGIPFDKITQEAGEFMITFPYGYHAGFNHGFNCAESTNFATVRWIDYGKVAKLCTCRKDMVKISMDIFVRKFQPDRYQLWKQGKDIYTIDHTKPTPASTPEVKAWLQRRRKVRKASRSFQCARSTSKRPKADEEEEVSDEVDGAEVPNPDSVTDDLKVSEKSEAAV
# EBNA-1 inhibitor = EBNA-1 DNA-binding inhibitors, primary screen, biochemical, fluorescence polarization. inhibition, % at 14.8 µM. 0.34% of 300,000 active. AID 1950, 2009; in the data active = inhibition above about 28%
# PP5 inh = PP5 phosphatase inhibitors, primary screen, biochemical, fluorescence; Serine/threonine-protein phosphatase 5 (Homo sapiens), P53041; purified PP5c, OMFP substrate fluorescence; inhibition, % at 6.7 µM; 0.18% of 320,000 active; AID 1987, 2009;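 active = inhibition above the campaign's mean inhibition across all tested compounds plus 3 SD, cut at about 9.5% in these data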;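 also: 0% = DMSO only and 100% = 100 µM cantharidin control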
# core dimer inh = inhibitors of HCV core protein dimerization, primary screen, biochemical, TR-FRET, high-throughput | AID 1899, 2009 | 0.33% of 300,000 active | TR-FRET GST/Flag-core106 dimerization, 1536-well | inhibition, % at 5 µM;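 active = inhibition above the mean of all tested compounds plus 3 SD, set per screening campaign, cut at about 45% in these data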
#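 Material: GST/Flag-tagged HCV core106 proteins. Incubation: 4 h, 22.5 °C incubation. Read-out basis: inhibition (%) from 671 over 617 nm ratio. Measured by: TR-FRET, excitation 340 nm, emission 617 and 671 nm.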
# TPT1 inhibitor = Candida albicans TPT1 enzyme inhibitors, primary screen, biochemical, fluorescence polarization. 0.81% of 300,000 active. tRNA 2'-phosphotransferase TPT1 (Candida albicans SC5314). AID 1962, 2009. recombinant caTPT1, FP RNA substrate dephosphorylation. inhibition, % at 5 µM;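 active = inhibition above the mean of all tested compounds plus 3 SD, set per screening campaign, cut at about 24% in these data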;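 also: plate controls were DMSO alone for no effect and ferristatin control at 100 nM for full effect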
# * hit, by the source's call; · = no result given; & = joins results of further samples. No enrichment for hits; overall some 3.1% were active at least once.
smiles	ZTA DNA inh	Yeast superoxide	CTSL1 counter	PP1 inh	JMJD2C inh	EBNA-1 inhibitor	PP5 inh	core dimer inh	TPT1 inhibitor
COC(CNc1ncnc2sc(-c3ccccc3)cc12)OC	-8.4	94.1	0.7	2.0	-4.1	1.3	4.2	13.6	2.9
CCOC(=O)N1CCN(C(=O)CS(=O)(=O)c2cn(Cc3ccccc3Cl)c3ccccc23)CC1	-15.4	123.0	-13.2	0.6	-10.8	-3.0	3.6	-8.2	0.7
COc1ccccc1/C=C(\C#N)C(=O)c1cccn1C	8.5	102.6	2.5	1.1	4.1	-13.8	2.0	-4.6	0.5
Cc1c(Cl)cccc1NC(=S)NNS(=O)(=O)c1ccc([N+](=O)[O-])cc1	-3.3	94.1	4.2	2.8	5.5	8.7	2.3	-16.1	-3.4
COCCNC(=O)CCC1CCN(Cc2ccc(-c3ccccc3)cc2)CC1	1.9	91.3	-1.6	-2.4	37.2	-3.3	2.7	-3.1	-0.8
Cn1c(SCC(=O)N2CCOCC2)nnc1-c1ccc(NC(=O)c2ccccc2F)cc1	10.9	98.4	-0.3	2.5	-1.5	9.4	0.7	-3.6	0.7
Cn1c(=O)c(C(=O)CN2CCN(Cc3ccc4c(c3)OCO4)CC2)c(N)n(Cc2ccccc2)c1=O	-12.9	90.0	2.5	-7.0	16.7	4.1	-1.2	-1.9	3.5
CN(C)c1ccc(N2C(=NC(=O)CCc3ccccc3)SC3CS(=O)(=O)CC32)cc1 (centres undefined)	-4.1	107.7	-4.3	2.8	5.4	0.1	4.4	-2.1	0.0
COc1ccc(OC)c(CNC(=O)CCCc2cn(C)c3ccccc23)c1	5.3	93.7	2.9	-1.0	1.3	8.9	0.0	12.2	-4.0
Cc1nc(S(=O)(=O)c2cccc(Cl)c2)nc2c1CCC2	-3.4	109.9	0.6	-0.5	-11.7	-0.5	1.1	4.0	3.1
O=C(O)c1cccc(-c2ccc(/C=N/n3cnnc3)o2)c1	-2.5	89.8	6.7	-3.8	-0.7	-6.0	-0.6	-11.4	-0.7
O=S(=O)(Nc1ccc(-c2nc3cccnc3s2)cc1)c1ccccc1F	8.5	86.6	4.0	-0.7	-3.1	6.2	-0.2	2.3	2.4
CCn1c2ccc(/C(C)=N\O)cc2c2cc(/C(C)=N\O)ccc21	-7.1	91.4	0.3	0.3	14.3	-11.7	2.6	-15.7	-0.4
O=C(CN(Cc1ccc(Br)cc1)S(=O)(=O)c1ccccc1)NCc1cccnc1	-12.9	97.4	-1.0	1.1	-1.7	-12.4	2.0	-1.1	-0.3
CCn1c(SCC(=O)Nc2cc(C)on2)nnc1-c1ccc(OC)cc1	-10.2	94.0	-2.6	0.9	5.6	6.2	2.0	1.8	-2.0
O=C(CCOc1ccccc1)Nc1ccnn1C1CCN(Cc2ccc(O)cc2)CC1	2.4	86.9	2.2	-3.1	4.4	2.1	-1.1	-3.7	-0.9
Cc1ccc([N+](=O)[O-])cc1S(=O)(=O)NCCc1c(C)[nH]c2ccccc12	11.1	107.6	-4.2	-4.9	-1.5	-3.1	4.7	-10.0	-0.8
Cc1noc(C)c1COc1ccc(C(=O)OC(C)C(=O)Nc2ccc(S(=O)(=O)N3CCOCC3)cc2)cc1 (centres undefined)	18.0	90.3	-1.6	-1.8	1.2	13.9	-1.1	4.1	3.4
CCN(CC)c1ccc(NC(=O)COc2ccc(C)cc2)cc1	12.2	96.7	-3.9	-2.0	-12.6	-2.6	-0.1	-5.8	1.5
COc1ccc(/C=C/C(=O)OCC(=O)Nc2ccc(OC)c(S(=O)(=O)N3CCCCC3)c2)cc1	9.1	113.2	-4.3	0.8	4.5	1.6	3.0	2.7	0.9
CCOC(=O)c1nnc(-c2ccc(C)cc2)nc1Sc1ccc(Cl)cc1	2.0	81.8	-2.7	-2.5	6.9	6.1	2.1	3.1	-0.8
COc1cccc(OC)c1C(=O)Nn1c(-c2cccs2)nc2ccccc2c1=O	18.5	87.3	-0.6	-5.7	3.9	7.8	-0.3	-1.1	-7.5
O=C(c1ccco1)N1CCN(CC2CC3C=CC2C3)CC1 (centres undefined)	15.1	74.8	-0.9	4.7	·	-0.1	2.2	4.3	-3.4
O=C1c2ccccc2-c2ccc(C(=O)N3CCOCC3)cc21	2.4	92.0	0.2	0.7	-5.5	3.8	-1.5	3.3	-1.0
Cc1ccc(C)c(NC(=O)CN(C)C(=O)c2cc(S(=O)(=O)N3CCOCC3)ccc2N2CCCC2)c1	10.1	91.4	-0.4	-1.5	-4.1	14.1	-1.2	-0.9	-2.0
CCOC(=O)c1c(C)oc(NC(=O)COc2ccc(Cl)cc2C)c1C#N	4.2	111.0	-3.2	-0.5	15.9	-10.1	4.2	9.7	3.0
COc1ccc(C2COC(=O)C2=N)c(NC(=O)c2ccccc2)c1 (centres undefined)	-2.0	97.3	0.1	4.2	-4.6	1.2	3.2	17.6	0.4
CC(O)c1cccc(NC(=O)CC(c2ccccc2)c2ccccc2)c1 (centres undefined)	2.6	96.8	-4.2	-4.5	-2.0	-4.2	-2.7	6.4	-3.3
CN(C)S(=O)(=O)c1ccc(C(=O)NCCSc2ccc(Br)cc2)cc1	3.9	93.7	-0.9	0.2	0.1	1.1	-0.2	0.5	-0.8
N/C(=N\OC(=O)CC1CCCCC1)c1cccnc1	-8.4	86.7	1.4	-0.3	1.5	3.9	3.0	3.5	-2.5
COc1cccc(COC(=O)C2CCN(S(=O)(=O)c3ccc(Cl)cc3)CC2)c1OC	-14.6	101.0	4.7	-2.8	-4.6	-0.8	2.8	3.0	-1.1
Cc1cc(N2CCN(C/C=C/c3ccccc3)CC2)n2ncnc2n1	-3.6	92.4	0.4	-1.5	-0.9	9.0	-0.3	-9.7	-1.6
Cc1cc(/C=N/N2CCN(C)CC2)c(C)n1-c1ccc(Cl)cc1	-19.8	98.4	5.2	2.9	-3.7	-5.8	2.1	-2.8	-2.3
Cc1nc2cc(CC(=O)O)ccc2o1	-5.2	85.3	-0.5	0.4	-1.5	-12.3	1.8	-2.7	-3.0
COc1ccccc1C(CNC(=O)c1ccc(OCc2c(C)noc2C)cc1)N1CCCC1 (centres undefined)	-5.3	82.5	·	0.6	-0.2	·	0.4	·	·
CS(=O)(=O)CCC(C(=O)n1nnc2ccccc21)N1C(=O)c2ccccc2C1=O (centres undefined)	2.5	113.3	6.7	-2.0	23.6	-0.5	-1.5	-0.7	-3.7
CCN(CC)C(=O)COc1coc(CN2CCN(c3ccccc3F)CC2)cc1=O	2.0	105.3	-0.7	6.2	-8.3	1.9	0.3	-2.0	-2.5
O=C(CCn1c(=O)c2cccn2c2ccc(F)cc21)NCCc1ccccc1	2.0	107.3	-1.6	1.5	3.7	-5.4	1.3	10.8	-0.4
Cc1cc(N2C(=O)c3ccc(C(=O)Nc4ccccc4O)cc3C2=O)no1	-15.0	86.2	0.4	-3.0	11.0	0.3	-2.5	0.3	-2.5
CCOC(=O)c1c(NCc2ccccc2)n[nH]c1C	-19.2	108.5	-0.3	3.5	-111.9	-0.6	2.2	-8.9	-3.5

# A different layout for 3 compounds above.
COc1cccc(OC)c1C(=O)Nn1c(-c2cccs2)nc2ccccc2c1=O
  ZTA DNA inh: 18.5
  Yeast superoxide: 87.3
  CTSL1 counter: -0.6
  PP1 inh: -5.7
  JMJD2C inh: 3.9
  EBNA-1 inhibitor: 7.8
  PP5 inh: -0.3
  core dimer inh: -1.1
  TPT1 inhibitor: -7.5
O=C(c1ccco1)N1CCN(CC2CC3C=CC2C3)CC1 (centres undefined)
  ZTA DNA inh: 15.1
  Yeast superoxide: 74.8
  CTSL1 counter: -0.9
  PP1 inh: 4.7
  JMJD2C inh: ·
  EBNA-1 inhibitor: -0.1
  PP5 inh: 2.2
  core dimer inh: 4.3
  TPT1 inhibitor: -3.4
O=C1c2ccccc2-c2ccc(C(=O)N3CCOCC3)cc21
  ZTA DNA inh: 2.4
  Yeast superoxide: 92.0
  CTSL1 counter: 0.2
  PP1 inh: 0.7
  JMJD2C inh: -5.5
  EBNA-1 inhibitor: 3.8
  PP5 inh: -1.5
  core dimer inh: 3.3
  TPT1 inhibitor: -1.0

# (listing goes on)
smiles	ZTA DNA inh	Yeast superoxide	CTSL1 counter	PP1 inh	JMJD2C inh	EBNA-1 inhibitor	PP5 inh	core dimer inh	TPT1 inhibitor
COc1ccc(/C=C2/CC/C(=C\c3ccc(OC)c(OC)c3OC)C2=O)c(OC)c1OC	-16.0	97.6	1.9	4.9	31.4	-3.2	1.4	7.0	24.4*
O=C(NCc1ccccn1)Nc1cccc(Cl)c1Cl	5.3	100.4	1.6	-0.8	-5.4	6.2	0.1	-3.8	-1.9
O=C(c1cc(COc2ccccc2)on1)N1CCCC(CN2CCOCC2)C1 (centres undefined)	-8.4	105.8	-1.9	-3.0	2.0	9.0	-1.5	4.3	-0.2
CCC(C)C(NC(=O)C1CCC(C)CC1)C(=O)Nc1ccc(OC)cc1OC (centres undefined)	-1.6	109.4	-4.6	1.6	-5.4	-12.3	0.5	-2.4	-0.2
COc1ccc(CNC(=O)C(c2ccco2)N(C(=O)c2ccccn2)c2ccccc2)cc1 (centres undefined)	16.2	85.2	-3.8	0.2	-6.9	-10.7	-2.2	4.0	-1.7
Cc1ccc(S(=O)(=O)N2CCCN(S(=O)(=O)C3CCS(=O)(=O)C3)CC2)cc1 (centres undefined)	-5.1	110.0	-0.2	-5.8	115.5&-6.7	8.4	5.2	-3.8	0.8
Cc1ccc(S(=O)(=O)NC(=O)CSc2nc3ccccc3s2)cc1	-1.6	120.0	-2.8	5.5	31.2	3.2	0.2	-0.7	0.2
Cc1ccc(OCc2cc(C(=O)N(C)Cc3cnc4ccccn34)no2)cc1C	0.2	90.7	3.0	4.3	-2.4	-3.4	0.2	3.9	2.0
Cc1ccc(N/C(N)=N/c2nc(CSc3ccccn3)cc(=O)[nH]2)c(C)c1	-10.7	98.6	-3.4	-2.6	-7.9	-4.3	1.0	2.4	-6.8
O=C(CNS(=O)(=O)Cc1ccccc1)NCc1ccccc1	2.3	97.8	1.2	-2.6	-1.8	-3.9	-1.4	2.4	3.2
Cc1ccc(Nc2cc(C)nn2-c2nc(C)cc(C)n2)cc1	-4.7	86.2	1.6	13.6	-0.4	7.5	3.4	-58.0	-3.5
COc1ccc(C(=O)OCC(=O)NCC2CCCO2)cc1S(=O)(=O)N1CCCc2ccccc21 (centres undefined)	2.7	90.1	-1.1	-1.6	4.5	1.5	2.6	4.3	-7.2
COc1ccc(/C=C/C(=O)OCC(=O)NCc2cccs2)cc1OC	-14.2	90.4	-3.0	-2.5	7.3	6.5	-0.3	-2.9	-2.3
O=C(O)[C@H](Cc1ccccc1)NC(=O)N1CCOCC1	4.8	90.8	1.0	-3.1	0.3	-6.3	5.6	4.4	-2.7
Cc1cc(CNC(=O)c2cccnc2Cl)c2ccccc2n1	-9.1	106.3	17.5*	0.2	-1.8	1.2	-0.2	-0.8	-3.3
Cn1c(=O)n(-c2cccc(Cl)c2)c(=O)c2c3c(sc21)COC(C)(C)C3	2.4	103.2	-3.9	2.3	-0.8	0.6	2.9	4.6	1.3
COc1ccc(NC(=O)c2cccc(S(=O)(=O)Nc3ccc(Br)cc3)c2)cn1	-1.5	113.6	-1.7	1.1	2.6	-2.5	2.1	2.9	-8.5
C=CCn1c(N)c(C(=O)OCCC)c2nc3ccccc3nc21	-6.8	103.5	6.8	-3.1	0.6	-1.1	2.3	-0.9	-26.8

# Screens (PubChem)
